Source: PubChem (several laboratories)
Tb MetRS inh – blocks T. brucei methionyl-tRNA synthetase activity; purified T. brucei MetRS, ATP depletion, Kinase-Glo luminescence; inhibition, % at 11.9 µM; 360,000 compounds, 0.4% hits; AID 624268;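 active = inhibition above a per-plate cutoff of the control wells' mean inhibition plus 3 SD, cut at about 5.5% in these data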;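 also: 0% = DMSO wells median and 100% = median of wells with control inhibitor compound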
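Material: parasite MetRS enzyme / Replication: singlicate, one well per compound / Signal: luminescence of leftover ATP / Schedule: 2 h aminoacylation at 25 °C after 15 min preincubation / Medium: HEPES-MgCl2-KCl buffer plus DTT, spermine, BSA, pyrophosphatase / Doses: 11.9 µM single point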
MsrA inh – bovine MsrA inhibition; inhibition, % at 15.5 µM; AID 651718; purified bovine MsrA, absorbance read-out; 360,000 compounds, 0.75% hits; in the data active = inhibition above about 4.5%;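 also: 0% = vehicle wells with enzyme and 100% = reference inhibitor wells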
CSN inh – CSN deneddylation inhibition. Q92905. Purified CSN, SCF-Nedd8-OG deneddylation, fluorescence polarization. inhibition, % at 12.5 µM. 360,000 compounds, 0.38% hits;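 active = pattern-corrected inhibition above about 35%, with an unprinted fluorescence ratio check between 0.5 and 1.5, limit read from the data, passing the limit was not always enough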;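 also: 0% = enzyme with substrate and 100% = substrate without enzyme; some results filed as inactive read as strong as hits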
Target sequence (Q92905 whole entry, looked up, one chain of several): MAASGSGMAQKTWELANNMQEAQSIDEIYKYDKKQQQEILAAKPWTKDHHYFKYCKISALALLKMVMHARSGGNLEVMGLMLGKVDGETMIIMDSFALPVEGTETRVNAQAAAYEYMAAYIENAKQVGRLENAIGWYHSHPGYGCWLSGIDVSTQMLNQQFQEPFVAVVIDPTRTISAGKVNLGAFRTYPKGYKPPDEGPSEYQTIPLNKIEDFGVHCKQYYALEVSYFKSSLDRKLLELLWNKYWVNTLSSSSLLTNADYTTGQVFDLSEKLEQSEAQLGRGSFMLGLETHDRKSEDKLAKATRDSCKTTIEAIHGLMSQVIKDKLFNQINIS
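Schedule: reaction 90 min, room temperature / Assay system: HEK293T-derived human Csn5 enzyme / Input: Csn5 at 0.24 nM final / Measure: inhibition of Csn5 cleavage, % / Control set: substrate-only high control, full reaction low control / Technique: fluorescence polarization of the substrate / Buffer or medium: Tris/NaCl/DTT buffer, pH 7.5 / Reagent: SCFSkp2-Nedd8OG substrate at 10 nM final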
DNMT1 inh – inhibitors of human DNMT1; P26358; DNMT1 molecular beacon, Hinp1I cleavage, fluorescence; inhibition (reported as % activation of signal), % at 10 µM; 360,000 compounds, 0.83% hits; in the data active = inhibition above about 50%
LMPTP block – LMPTP (human) inhibition; AID 651560; inhibition, % at 20 µM; P24666; recombinant LMPTP-A, OMFP fluorogenic substrate, fluorescence intensity; 360,000 compounds, 0.22% hits;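 active = compounds that cut the enzyme signal by at least half of the control window in the single-dose screen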;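 also: plate controls were DMSO wells with enzyme plus substrate for no effect and substrate without enzyme for full effect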
Target sequence (P24666 whole entry, looked up): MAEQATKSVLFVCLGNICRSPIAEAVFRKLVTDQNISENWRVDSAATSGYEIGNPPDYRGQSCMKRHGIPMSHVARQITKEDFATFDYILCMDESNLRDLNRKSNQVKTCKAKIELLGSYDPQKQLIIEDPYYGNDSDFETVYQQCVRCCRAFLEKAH
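test system = LMPTP-A | amount = 0.625 nM LMPTP-A final | reagent = fluorogenic phosphatase substrate OMFP at 400 µM final | incubation = 50 min at room temperature | benchmarks = no-enzyme low control, uninhibited high control | medium = Bis-Tris pH 6.0, DTT, detergent | signal = fluorescence intensity of OMFP turnover product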
SUMO1 PPI mod – SUMO1-SIM interaction modulation | P63165 | SUMO1 binding to a labelled peptide, TR-FRET, 1 h | inhibition, % at 20 µM | 360,000 compounds, 0.33% hits | AID 602429; in the data active = inhibition above about 37%
Target sequence (P63165 whole entry, looked up): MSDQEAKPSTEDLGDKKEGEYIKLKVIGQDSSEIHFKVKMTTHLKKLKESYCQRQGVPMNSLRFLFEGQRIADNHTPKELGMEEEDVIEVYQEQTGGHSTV
STEP inh – STEP (human) phosphatase inhibition; P54829; recombinant STEP, OMFP fluorogenic substrate, fluorescence; inhibition, % at 20 µM; 360,000 compounds, 0.25% hits;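 active = inhibition at 20 µM, scaled per plate between control wells, above about 37%, limit read from the data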;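 also: 0% = DMSO with enzyme and substrate and 100% = substrate only without enzyme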
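material = STEP tyrosine phosphatase | reagent = fluorogenic phosphatase substrate OMFP at 25 µM final | doses = single compound dose of 20 µM, 1% DMSO final | schedule = 20 min reaction, room temperature, in the dark | measured by = fluorescence, 480/540 nm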
Rpn11 inh – blocks the human proteasome subunit Rpn11; O00487; human 26S proteasome, Ub4-pepOG fluorescence polarization; 20S core pre-blocked with epoxomicin; 360,000 compounds, 0.59% hits; calls only at 20 µM;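 active = inhibition at 20 µM, scaled to each plate's controls, above about 33%, limit read from the data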
NadD inh – NadD (S. aureus) enzyme inhibition | AID 602399 | 360,000 compounds, 0.78% hits | purified NadD enzyme, colorimetric absorbance read-out | inhibition, % at 20 µM; in the data active = inhibition above about 26%; also: some compounds past the cut are filed as inactive
Scp1 inh – blocks human Scp-1 phosphatase activity; Recombinant Scp1, phosphopeptide, malachite green phosphate absorbance; inhibition, % at 20 µM; 340,000 compounds, 0.88% hits; AID 493091;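 active = inhibition above about 50% at 20 µM, limit read from the data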;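 also: plate controls were DMSO wells with enzyme for no effect and wells lacking enzyme for full effect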
Target sequence (Q9GZU7 76-261 limits assumed): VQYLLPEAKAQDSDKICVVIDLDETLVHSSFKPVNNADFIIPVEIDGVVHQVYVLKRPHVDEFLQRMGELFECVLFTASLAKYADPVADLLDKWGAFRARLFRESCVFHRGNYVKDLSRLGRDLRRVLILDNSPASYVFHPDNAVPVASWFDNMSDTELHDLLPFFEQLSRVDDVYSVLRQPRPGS
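System: SCP-1 catalytic domain; Reagent: Phospho 17-mer peptide substrate; Doses: one concentration, 20 µM, with 1.0% DMSO; Incubation: 45 min room-temperature reaction, 5 min colour, 30 min stabiliser; Signal: Phosphate-binding colour reagent, absorbance read at 630 nm.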
The depositor's hits bear a star; i = inactive; / = not tested or not shown.

entry | STEP inh | Tb MetRS inh | Rpn11 inh | LMPTP block | MsrA inh | DNMT1 inh | NadD inh | Scp1 inh | SUMO1 PPI mod | CSN inh | molecule
1 | 1.3 | -0.3 | i | 0.3 | -0.8 | 0.1 | -2.4 | -4.8 | -0.1 | -2.4 | CS(=O)(=O)c1ccc(Cl)c(NC(=O)COC(=O)c2cccc(S(=O)(=O)N3CCCC3)c2)c1
2 | 1.9 | -0.1 | i | -1.1 | -0.9 | 1.1 | 4.0 | -8.2 | 0.4 | -8.2 | Cc1cc(-c2nnc(SCC(=O)Nc3cccc(F)c3)n2N)n[nH]1
3 | -3.8 | -0.1 | i | -0.3 | -1.5 | 1.4 | 2.4 | -3.1 | 1.2 | 1.6 | CC(C)=C(NC(=O)c1ccco1)C(=O)NCCc1nc2ccccc2[nH]1
4 | -1.9 | -0.8 | i | -2.1 | 0.4 | 1.1 | -0.2 | -4.5 | 0.5 | -2.5 | CC(=O)C1=C(C)Nc2ncnn2C1c1ccccc1F (configuration not stated)
5 | -2.3 | -0.8 | i | -1.8 | 2.2 | 0.4 | -5.5 | / | 3.2 | 4.9 | OCC[C@@H]1C[C@H](O)[C@@H](O)[C@]2(OCc3ccc(CO)cc32)O1
6 | -0.4 | -0.5 | i | -0.7 | -0.6 | 1.8 | -1.3 | -2.3 | -1.4 | 0.2 | Cc1cc(C)cc(N(CC(=O)NC2CCCC2)C(=O)CNC(=O)c2ccco2)c1
7 | -0.7 | -1.2 | i | -1.3 | -0.4 | -0.2 | -6.4 | -3.5 | -2.0 | -1.4 | CC(=O)Nc1scc(-c2ccccc2)[n+]1-c1ccc(C)cc1
8 | 5.1 | -0.4 | i | 0.4 | 0.5 | -6.1 | -8.5 | -3.4 | 4.8 | 1.1 | COC(=O)c1c(NC(=O)c2ccccc2)sc(C(=O)c2ccccc2)c1C

Along the list, quoted from above:
LMPTP block for entries 1–8 → 0.3, -1.1, -0.3, -2.1, -1.8, -0.7, -1.3, 0.4

Single records, as listed above. Values in the order: STEP inh	Tb MetRS inh	Rpn11 inh	LMPTP block	MsrA inh	DNMT1 inh	NadD inh	Scp1 inh	SUMO1 PPI mod	CSN inh
`CC(C)=C(NC(=O)c1ccco1)C(=O)NCCc1nc2ccccc2[nH]1` as listed: -3.8	-0.1	i	-0.3	-1.5	1.4	2.4	-3.1	1.2	1.6
`OCC[C@@H]1C[C@H](O)[C@@H](O)[C@]2(OCc3ccc(CO)cc32)O1` as listed: -2.3	-0.8	i	-1.8	2.2	0.4	-5.5	/	3.2	4.9
`Cc1cc(C)cc(N(CC(=O)NC2CCCC2)C(=O)CNC(=O)c2ccco2)c1` as listed: -0.4	-0.5	i	-0.7	-0.6	1.8	-1.3	-2.3	-1.4	0.2
`CC(=O)C1=C(C)Nc2ncnn2C1c1ccccc1F` (configuration not stated) as listed: -1.9	-0.8	i	-2.1	0.4	1.1	-0.2	-4.5	0.5	-2.5

(continued)
entry | STEP inh | Tb MetRS inh | Rpn11 inh | LMPTP block | MsrA inh | DNMT1 inh | NadD inh | Scp1 inh | SUMO1 PPI mod | CSN inh | molecule
9 | / | -0.8 | / | -8.6 | 0.0 | / | -5.4 | / | -19.8 | 0.7 | CN1CCC(N2CCN(C3CN(Cc4cn(Cc5ccc(C(F)(F)F)cc5)nn4)S(=O)(=O)C3)CC2)CC1 (configuration not stated)
10 | 1.2 | -0.4 | i | 0.5 | 2.4 | 0.0 | -3.7 | -0.9 | -1.8 | -21.1 | CSc1nc(-c2ccccc2)c(C#N)c(=O)n1C
11 | -1.5 | -0.6 | i | -1.1 | 0.6 | 2.6 | -6.9 | -5.5 | 2.5 | 4.5 | CCOC(=O)c1cn2c(C)cccc2n1
12 | 15.7 | -0.4 | i | -2.2 | 1.2 | -4.9 | 6.2 | -2.3 | 6.7 | 11.7 | COc1cc(OC)cc(-c2c(-c3ccsc3)c3cc(Br)ccc3n2C)c1
13 | -2.8 | -1.2 | i | 1.9 | 1.5 | -40.5 | -1.7 | -1.2 | 0.9 | -4.6 | COc1ccc(NC(=O)N2CCCC2C(=O)NCCc2ccccc2)cc1 (configuration not stated)
14 | -2.0 | -0.5 | i | -1.0 | -0.3 | 4.0 | -1.1 | -6.9 | -0.1 | 2.6 | Cc1ccc(NC(=O)NC2CC(=O)N(c3ccc4c(c3)OCCO4)C2)c(C)c1 (configuration not stated)
15 | -0.3 | 4.0 | i | 2.3 | 1.5 | 2.2 | -0.2 | -5.2 | 0.2 | 0.0 | Cc1cc(OCC(=O)NNC(=O)c2cccs2)ccc1Br
16 | 0.6 | -0.3 | i | -0.8 | 0.5 | -1.5 | -7.5 | 1.4 | -9.9 | -10.6 | COC(=O)N/N=C\c1cc2c(cc1Br)OCO2

Pulled by compound from the entries so far, 2 records:
entry | STEP inh | Tb MetRS inh | Rpn11 inh | LMPTP block | MsrA inh | DNMT1 inh | NadD inh | Scp1 inh | SUMO1 PPI mod | CSN inh | molecule
10 | 1.2 | -0.4 | i | 0.5 | 2.4 | 0.0 | -3.7 | -0.9 | -1.8 | -21.1 | CSc1nc(-c2ccccc2)c(C#N)c(=O)n1C
9 | / | -0.8 | / | -8.6 | 0.0 | / | -5.4 | / | -19.8 | 0.7 | CN1CCC(N2CCN(C3CN(Cc4cn(Cc5ccc(C(F)(F)F)cc5)nn4)S(=O)(=O)C3)CC2)CC1 (configuration not stated)

Further results
entry | STEP inh | Tb MetRS inh | Rpn11 inh | LMPTP block | MsrA inh | DNMT1 inh | NadD inh | Scp1 inh | SUMO1 PPI mod | CSN inh | molecule
17 | -1.7 | -1.8 | i | -0.6 | -0.9 | -0.1 | -2.3 | 13.1 | 2.7 | 5.2 | CC(=O)c1ccc(NC(=O)Cn2cnc(S(=O)(=O)N3CCCCC3)c2)cc1
18 | -1.8 | -0.4 | i | -2.6 | 1.9 | 3.4 | -0.7 | / | 1.4 | 1.4 | COC(=O)[C@H]1C[C@H](OC(=O)NC2CCCC2)[C@@]2(O)CN(S(=O)(=O)c3ccc(C)cc3)CC2[C@H]1C(=O)OC (some centres not stated)
19 | -3.0 | 0.1 | i | -1.6 | -0.3 | -7.5 | -0.2 | -7.7 | 2.6 | 6.1 | CC(=O)OCCN(CCCn1c(-c2ccncc2)nc2ccccc21)c1nc(-c2ccc(C)cc2)cs1
20 | 0.4 | -0.4 | i | -0.4 | -0.4 | 0.7 | -0.9 | 1.0 | -0.3 | -2.9 | CN(CC(=O)Nc1ccccc1C(F)(F)F)C(=O)c1cc(Cl)nc2ccccc12
21 | 4.2 | -0.4 | i | 0.9 | 0.9 | 59.1* | 0.8 | -7.3 | 5.9 | 2.3 | CCOc1cc2[nH]c(=S)n(CCC(=O)NCc3ccc(OC)cc3)c(=O)c2cc1OCC
22 | -1.4 | -0.2 | i | 1.4 | -0.5 | 16.0 | -0.8 | -0.8 | 2.7 | -1.1 | O=C(NCC(=O)N1CCN(c2ccccc2O)CC1)c1ccc(Br)o1
23 | 0.5 | -0.5 | i | 0.3 | 0.4 | -2.2 | -0.6 | -6.8 | 4.1 | 6.0 | Cc1sc2nc(CSCC(=O)N(C)c3ccccc3)[nH]c(=O)c2c1C
24 | 2.9 | 0.6 | i | 0.8 | -0.7 | -1.6 | -2.9 | 0.9 | 6.3 | -2.6 | CCc1ccc(CN(C)Cc2nc(Cc3cccc(C(F)(F)F)c3)no2)nc1
25 | 3.1 | 0.9 | i | -0.9 | -0.8 | 11.6 | 8.9 | 12.2 | -0.1 | 9.1 | O=C(/C=C/c1ccc(OC(F)F)cc1)OCC(=O)N1CCN(C(=O)c2ccco2)CC1
26 | 1.3 | -0.1 | i | -1.1 | 0.1 | -3.7 | -3.6 | 0.4 | -0.8 | -4.7 | CC(C)(C)C(=O)N1CCC(O)(CS(=O)(=O)c2ccc(Cl)c(Cl)c2)CC1
27 | 0.8 | -0.8 | i | 1.7 | / | -9.9 | -2.2 | -15.7 | 1.8 | -3.3 | Cc1c(C(=O)Nc2cccc(Cl)c2)oc2ccc(S(=O)(=O)N3CCC4(CC3)OCCO4)cc12
28 | 1.6 | 0.0 | i | -1.0 | 0.7 | 0.1 | 3.9 | -3.7 | 2.2 | -1.7 | Cc1oc2c(c(C)cc3oc(=O)c(CC(=O)N[C@H](C(=O)O)C(C)C)c(C)c32)c1C
29 | -2.5 | -0.3 | i | 0.5 | 1.0 | -2.3 | -1.0 | -9.1 | -2.6 | 1.6 | O=C(Nc1nc(-c2ccc3c(c2)OCO3)cs1)C1CC1
30 | 1.0 | -0.1 | i | -1.3 | -0.5 | -2.3 | -3.4 | -5.5 | -3.0 | 1.6 | COc1ccccc1-n1c(C)nnc1SCC(=O)NCc1ccccc1
31 | 3.4 | -1.1 | i | 0.9 | -1.3 | -3.7 | -5.5 | 7.2 | -1.3 | -2.2 | NC(=O)Cc1nc2scc(-c3ccc(Cl)cc3)c2c(=O)[nH]1
32 | 3.7 | -0.1 | i | -0.7 | 0.5 | 5.9 | 1.2 | -4.0 | -0.8 | 1.9 | O=C(O)c1ccc(NCc2cccnc2)cc1
33 | -0.8 | -0.3 | i | -0.6 | 0.0 | 2.9 | 2.4 | -6.9 | -0.1 | -6.1 | O=C(O)CCCN1C(=O)NC2NC(=O)NC21 (configuration not stated)
34 | 2.8 | 0.1 | i | -0.1 | -0.5 | 1.9 | 4.4 | -2.2 | -1.7 | 1.4 | O=C(Cn1cnc2c(cnn2-c2ccc(Cl)cc2)c1=O)NCCc1ccccc1
35 | 1.0 | -0.1 | i | -4.0 | -0.5 | -0.3 | -1.0 | -5.2 | 6.7 | 3.0 | Cc1cc(C)c2c(=O)[nH]c(SCC(=O)Nc3cccc(S(=O)(=O)N(C)C)c3)nc2n1
36 | 1.9 | 0.5 | i | 2.2 | -0.2 | -9.0 | 0.8 | -11.3 | -0.8 | 1.3 | Cc1cc(C(=O)CSc2nnc(-c3cccs3)o2)c(C)n1-c1ccccc1
37 | 0.2 | -0.8 | i | -0.9 | -0.2 | -0.2 | -0.4 | -1.3 | 7.7 | -3.6 | CC(C)CN(C)C(=O)CCc1nnc(Cc2ccc(-c3ccccc3)cc2)o1
38 | 2.5 | -0.2 | i | -0.6 | 0.5 | 0.7 | 0.8 | -10.1 | -10.5 | -0.2 | CCn1c(=S)ccc2ccc(OC)cc21
39 | 1.1 | -0.6 | i | 2.8 | 0.2 | -5.0 | -9.6 | -6.5 | 0.8 | -0.9 | CC(NC(=O)c1cccc(Cn2cc([N+](=O)[O-])cn2)c1)c1ccc(C(C)(C)C)cc1 (configuration not stated)
40 | 2.0 | -0.8 | i | 1.5 | -0.1 | -6.2 | -6.3 | -13.9 | -0.7 | -4.9 | CC(C)=C1C2CCC1C1C(=O)N(c3nc(-c4ccc(F)cc4)c(C)s3)C(=O)C21 (configuration not stated)
